MEKK2wt PB1 HTS: raises or lowers MEK5 binding to wildtype human MEKK2 PB1 domain; bead flow cytometry, Alexa488-MEK5 binding to MEKK2 WT; actives lie on both sides; binding response (% of control), % at 10 µM; 290,000 tested, 1.1% active; AID 1531; in the data active = binding response below about 67% or above about 130%
MEKK2 mut-MEK5: signal of MEK5 binding to mutant human MEKK2 PB1 domain; bead flow cytometry, Alexa488-MEK5 binding to MEKK2 mutant; 290,000 tested, 0.35% active; percent response, % at 10 µM; in the data active = percent response above about 24%, passing the limit was not always enough; also: inactives centre near 1; some results filed as inactive read as strong as hits; reference of the scale not given here
IDE inh: cellular human IDE inhibition; P14735; HEK cells, FAbetaB cleavage, fluorescence polarization; inhibition, % at 5.59 µM; AID 434962; 320,000 tested, 0.41% active;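 active = percent inhibition above the average of all tested compounds plus 3 SD, set per screening campaign, cut at about 16% in these data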;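 also: IDE supplied by intact live HEK cells; FP after avidin binding of uncleaved biotin substrate so inhibition keeps polarization high; 0% = DMSO wells and 100% = 60 µM reference IDE inhibitor Ii1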
IDE cell activ: activators of human insulin-degrading enzyme in cells; P14735; HEK cells, FAbeta-B cleavage, fluorescence polarization; 0% vehicle, 100% cell-free pure enzyme wells; activation, % at 5.96 µM; 340,000 tested, 0.073% active; AID 493087;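 active = activation above the mean of all tested compounds plus 3 SD, set per screening campaign, cut at about 17% in these data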
p-CIP stab down: p/CIP protein destabilization; Q05BA5; decrease of EGFP signal, % at 10 µM; 290,000 tested, 0.01% active; F442A p/CIP-EGFP cells, EGFP fluorescence, 16 h;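 active = EGFP signal decrease of at least 30% at 10 µM or well 3 SD below plate mean, unless failing retest; inactive = the rest, including hits failing retest or dose response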; also: some compounds called inactive have numbers as strong as hits; many of its hits are not listed in these tables
MEKK3 PB1 HTS: modulators (inhibitors or enhancers) of MEK5 binding to human MEKK3 PB1 domain; bead-based flow cytometry, Alexa488-MEK5 binding to MEKK3; actives lie on both sides; 0 = blocked by unlabeled MEK5, 100 = vehicle; binding response (% of control), % at 10 µM; 290,000 tested, 1.4% active; AID 1529;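 active = binding response more than 3 SD above or below the average of its plate-row segment, actives on both sides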;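 also: Alexa488 bead fluorescence after subtracting the streptavidin-only scavenger bead signal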
Target sequence (Q99759 whole entry, looked up, the tested form may be a part): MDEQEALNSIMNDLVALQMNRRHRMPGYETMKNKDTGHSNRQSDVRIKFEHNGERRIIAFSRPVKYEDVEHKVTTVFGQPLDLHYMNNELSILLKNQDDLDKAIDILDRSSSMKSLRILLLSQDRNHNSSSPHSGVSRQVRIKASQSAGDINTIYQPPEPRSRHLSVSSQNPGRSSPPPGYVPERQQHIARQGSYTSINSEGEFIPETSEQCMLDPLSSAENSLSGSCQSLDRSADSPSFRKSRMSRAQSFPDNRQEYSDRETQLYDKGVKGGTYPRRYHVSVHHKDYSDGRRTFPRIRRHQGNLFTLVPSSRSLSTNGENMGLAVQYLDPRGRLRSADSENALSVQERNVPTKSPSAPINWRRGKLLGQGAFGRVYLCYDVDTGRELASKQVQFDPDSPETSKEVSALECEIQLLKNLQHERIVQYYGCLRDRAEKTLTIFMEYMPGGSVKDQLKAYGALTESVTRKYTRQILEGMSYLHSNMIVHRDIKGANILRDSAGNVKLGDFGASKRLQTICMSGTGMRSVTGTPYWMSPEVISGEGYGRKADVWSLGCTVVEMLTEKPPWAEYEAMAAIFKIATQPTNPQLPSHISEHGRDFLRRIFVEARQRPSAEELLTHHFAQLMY
SUMO HTRF inh: SUMOylation inhibition | HTRF SUMOylation assay, SAE1/SAE2 + UBC9, in vitro | inhibition, % at 35 µM | 290,000 tested, 0.36% active | AID 2006; in the data active = inhibition above about 50%, passing the limit was not always enough; also: strong numbers were not always called active
Target sequence (P63279 whole entry, looked up): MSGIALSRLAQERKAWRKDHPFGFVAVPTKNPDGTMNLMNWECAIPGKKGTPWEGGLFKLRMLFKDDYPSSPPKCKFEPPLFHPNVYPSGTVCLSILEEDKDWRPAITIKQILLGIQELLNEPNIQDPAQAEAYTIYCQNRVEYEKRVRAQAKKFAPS
PfM18AAP inh: PfM18AAP enzyme inhibition; recombinant PfM18AAP, H-Glu-NHMec fluorogenic cleavage; inhibition, % at 7.35 µM; 290,000 tested, 1.2% active; AID 1822;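 active = inhibition above the campaign mean inhibition over all tested compounds plus 3 SD, cut at about 28% in these data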;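 also: 0% = plate median of test compound wells and 100% = 2 mM ZnCl2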
NALP1 inh: NALP1 inhibition. S. cerevisiae NALP1/ASC/caspase-1 growth, X-gal OD620, 72 h. AID 2071. inhibition, % at 10 µM. 280,000 tested, 0.61% active; in the data active = inhibition mostly above about 24%, no sharp cut-off; inactive = mostly below about 32%; also: some compounds called inactive have numbers as strong as hits
Active calls of the source: *; . = not tested or not shown. A portion of the library, so the mix of outcomes need not match the whole.

SMILES | MEKK2wt PB1 HTS | MEKK2 mut-MEK5 | IDE inh | IDE cell activ | p-CIP stab down | MEKK3 PB1 HTS | SUMO HTRF inh | PfM18AAP inh | NALP1 inh
Cc1ccccc1CNC(=O)C1CCC(=O)N(Cc2cccc(F)c2)C1 (stereo unspecified) | 102 | 2 | 5 | 5 | 3 | 100 | -33 | 3 | -8
O=C(NCCN1CCN(C(=O)c2ccc(F)cc2)CC1)C(=O)NCc1ccccc1 | 99 | 0 | 1 | 1 | 11 | 101 | 0 | 4 | 2
CC(C)NC(=O)c1[nH]nc2c1CCc1ccccc1-2 | 101 | -8 | . | 2 | 4 | 101 | 7 | -2 | 10
CCCc1nnc(SCC(=O)N2C(C)CCCC2C)n1CCCOC (stereo unspecified) | 95 | -4 | 5 | 7 | 2 | 96 | 11 | 0 | 0
COc1cc(C(=O)OCC#N)ccc1OCc1c(C)noc1C | 96 | -9 | -6 | -2 | -12 | 94 | 20 | -2 | 10
Cc1nccn1CCC(=O)O | 100 | 3 | 6 | -3 | -5 | 101 | 19 | 2 | 10
COC(=O)c1cc(NC(=O)CN(c2ccccc2OC)S(=O)(=O)c2ccccc2)ccc1Cl | 104 | 4 | -4 | 6 | 4 | 107 | -13 | -3 | 9
NC(=O)c1ccccc1NC(=O)/C=C/c1c(Cl)cccc1Cl | 101 | -1 | 4 | -5 | -17 | 103 | -2 | -1 | 8
CCOC(=O)c1cnn(-c2ncnc3sc(C)c(C)c23)c1N | 95 | -2 | 5 | 5 | 6 | 95 | -3 | -5 | 8
CS(=O)(=O)N(Cc1ccccc1)c1ccc(C(=O)Nc2ccccc2C(=O)O)cc1 | 100 | 6 | 6 | -6 | 0 | 106 | 12 | -2 | 2
O=C(NCc1nc2ccccc2[nH]1)c1cccc(S(=O)(=O)N2CCCCC2)c1 | 109 | 1 | 4 | 1 | -6 | 110 | 12 | 2 | 8
CCC(C)[C@H](NC(=O)Nc1ccc2c(c1)OCCO2)C(=O)OC (stereo partly specified) | 85 | -19 | 5 | -3 | 10 | 71 | 6 | 6 | .
Cc1cccc(NC(=O)COc2ccccc2C)n1 | 103 | 10 | 3 | 6 | 2 | 106 | -2 | 4 | 25
O=c1[nH][nH]c(C(F)(F)F)c1C=Nc1cccc(Cl)c1 | 95 | -3 | -6 | 2 | -1 | 97 | 2 | -6 | 15
COc1ccc(C(=O)O)cc1S(=O)(=O)NCc1ccccn1 | 99 | 4 | -2 | 6 | -8 | 97 | 6 | 1 | 2
O=C(Cn1c(NCCO)nc2ccccc21)c1ccco1 | 97 | 2 | 5 | 2 | -10 | 92 | -1 | 4 | 32
COc1ccc(C(=O)NCC(=O)OCC(=O)Nc2ccc(C)c(S(=O)(=O)N(C)C)c2)cc1OC | 107 | 3 | -3 | 3 | -5 | 104 | 10 | -10 | .
O=S(=O)(NC1CC1)c1cccc(S(=O)(=O)N2CCCC2)c1 | 103 | 19 | -5 | 5 | -1 | 102 | -7 | 3 | 12
Cc1c(C(=O)N(C)C)c2cc(Cl)ccc2n1O | 103 | 4 | 0 | 3 | -4 | 107 | 23 | 10 | 26
O=C(CS(=O)(=O)c1ccccc1)c1cc2ccccc2oc1=O | 103 | 4 | 3 | 7 | -12 | 101 | 20 | 20 | 8
Cc1c(C(=O)NC2CCCCC2)oc2ccccc12 | 108 | 2 | 7 | 6 | -10 | 104 | -1 | 7 | -4
OCCC1CN(Cc2ccccc2O)CCN1CCCc1ccccc1 (stereo unspecified) | 109 | 6 | 1 | 5 | -10 | 96 | 12 | 3 | 11
COc1ccccc1C1=NC(c2ccc(F)cc2)N=C1C (stereo unspecified) | 99 | -9 | -6 | -2 | 5 | 100 | -12 | -6 | 5
Cc1ccc(NS(=O)(=O)N2CCOCC2)cc1 | 101 | 3 | . | 0 | -20 | 102 | -3 | 2 | -7
Nc1nc(Nc2ccccc2)nc(C(F)(F)F)n1 | 97 | -5 | -2 | -1 | -3 | 101 | -14 | -9 | 26

Whole records, looked up by structure:
COc1ccccc1C1=NC(c2ccc(F)cc2)N=C1C (stereo unspecified) across the screens: MEKK2wt PB1 HTS: 99; MEKK2 mut-MEK5: -9; IDE inh: -6; IDE cell activ: -2; p-CIP stab down: 5; MEKK3 PB1 HTS: 100; SUMO HTRF inh: -12; PfM18AAP inh: -6; NALP1 inh: 5
O=C(CS(=O)(=O)c1ccccc1)c1cc2ccccc2oc1=O across the screens: MEKK2wt PB1 HTS: 103; MEKK2 mut-MEK5: 4; IDE inh: 3; IDE cell activ: 7; p-CIP stab down: -12; MEKK3 PB1 HTS: 101; SUMO HTRF inh: 20; PfM18AAP inh: 20; NALP1 inh: 8

The results go on.
SMILES | MEKK2wt PB1 HTS | MEKK2 mut-MEK5 | IDE inh | IDE cell activ | p-CIP stab down | MEKK3 PB1 HTS | SUMO HTRF inh | PfM18AAP inh | NALP1 inh
O=C(Cc1c[nH]c2ccccc12)N[C@@H](Cc1c[nH]c2ccccc12)C(=O)O | 101 | 3 | 3 | 1 | 7 | 102 | 4 | -8 | 15
CCOc1ccc2cc(C#N)c(SCC(=O)NC(C)CC)nc2c1 (stereo unspecified) | 102 | 2 | -1 | . | -5 | 100 | 22 | -9 | -7
COc1ccc(C2c3ccc(O)cc3Oc3ncn(Cc4ccco4)c(=N)c32)cc1OC (stereo unspecified) | 108 | 3 | -1 | -4 | -2 | 99 | 12 | 0 | -12
O=C(NCCN1CCN(c2ccccc2)CC1)c1cccn2c(=O)c3cc(Cl)ccc3nc12 | 109 | 12 | -1 | 7 | 10 | 101 | -11 | -8 | 15
Cc1nc(SCC(=O)NCCc2ccccc2)n[nH]1 | . | . | 6 | -1 | -4 | . | 22 | -1 | 5
COc1ccc(S(=O)(=O)N2CCCC2)c(C)c1C | 92 | -4 | 4 | 5 | -12 | 99 | 19 | -2 | 2
Cc1ccc(-c2cc(-c3ccc(F)cc3)n[nH]2)c(O)c1 | 102 | 3 | . | 1 | 2 | 105 | 5 | -6 | 5
CC1(C)C2CC=C(/C=N/NC(=S)NCCc3ccccc3)C1C2 (stereo unspecified) | 96 | -6 | 0 | -3 | 0 | 99 | 6 | 8 | 10
Cc1ccc(C(=O)C(C)OC(=O)c2nc(Cl)ccc2Cl)cc1 (stereo unspecified) | 102 | 8 | 9 | 11 | -19 | 102 | -3 | 3 | 4
O=C(COC(=O)c1ccc[nH]c1=O)Nc1ccc(S(=O)(=O)N2CCCC2)cc1 | 106 | -4 | 5 | 1 | 2 | 105 | 5 | -9 | .
CC1=CCC2C(=O)N(Cc3ccccc3)C(=O)C2C1 (stereo unspecified) | 105 | 11 | 0 | 3 | 0 | 99 | 1 | -5 | 55
CC(=O)c1ccc(OCCNS(=O)(=O)c2ccc(-n3cnnn3)cc2)cc1 | 100 | 2 | 1 | 6 | -6 | 102 | 12 | -1 | 16
Cc1ccccc1-n1nc(-c2cccnc2)cc1C(=O)NN | 97 | 0 | 8 | -5 | 2 | 103 | -4 | -6 | 14
Nc1c(S(=O)(=O)c2cccs2)c2nc3ccccc3nc2n1Cc1ccc2c(c1)OCO2 | 94 | 0 | -2 | 2 | -7 | 100 | -24 | -5 | -19
CC1CCCCC1NCc1cccc([N+](=O)[O-])c1 (stereo unspecified) | 82 | -15 | 5 | 4 | -10 | 81 | 16 | -10 | 3
O=S(=O)(Nc1ccc(Cc2ccncc2)cc1)c1ccc(Cl)cc1 | 82 | -16 | 5 | 6 | -23 | 83 | 3 | 0 | 0
O=C(c1ccncc1)N(c1ccc2oc3c(c2c1)CCCC3)S(=O)(=O)c1cccc([N+](=O)[O-])c1 | 107 | 14 | 4 | 4 | -2 | 99 | -20 | 4 | 28
COc1ccc(/C=C/C(=O)c2cc(Br)ccc(=O)c2O)cc1 | 93 | -2 | -6 | 1 | -10 | 101 | 43 | 20 | 17
COc1ccc(NC(=O)N(C2CCCCC2)C(C)c2ccco2)c(OC)c1 (stereo unspecified) | 97 | 2 | 0 | 0 | 26 | 105 | 9 | -11 | -2
CCNc1nc(NC(C)C)nc(OCC)n1 | . | . | 5 | -2 | 2 | . | -17 | -15 | 7
O=C(Nc1cccc(C(F)(F)F)c1)c1ccc(N2CCNCC2)c([N+](=O)[O-])c1 | 123 | 12 | -1 | . | 3 | 101 | 13 | -1 | -7
COC(=O)[C@H](Cc1ccccc1)NC(=O)Nc1ccc(C)cc1 | 85 | -11 | 6 | 3 | -12 | 90 | 22 | -11 | 15
Cc1cccc2cc(COC(=O)c3ccco3)c(=O)[nH]c12 | 95 | -4 | -1 | 5 | 10 | 89 | -20 | 1 | 14
Cc1ccc(C)c(CSCC(=O)NCc2cccs2)c1 | 107 | -2 | 5 | 1 | 6 | 115 | -3 | 0 | 15
O=C(Cn1c(=O)oc2cc(S(=O)(=O)N3CCCCC3)ccc21)N1CCc2ccccc21 | . | . | -4 | 5 | 11 | . | 15 | -3 | 18
O=C(CCC(=O)c1ccc(F)cc1)Nc1ccccc1Cl | 99 | 0 | 5 | 0 | -16 | 100 | 8 | -3 | 26
O=C1C(Cc2ccccc2)C(c2ccccc2)N1c1ccccc1 (stereo unspecified) | . | . | 11 | 2 | -2 | . | 14 | -3 | 3
O=[N+]([O-])c1ccc(Oc2cccc(F)c2)c2ccncc12 | 102 | 7 | -2 | -1 | 3 | 104 | 11 | 7 | 15
CCOc1cccc(OCCCCn2cnc3ccccc3c2=O)c1 | 90 | -10 | -4 | -3 | -8 | 93 | -10 | -2 | -6
Cc1c(NC(=O)/C(C#N)=C/c2ccc(-c3ccc(Cl)c(Cl)c3)o2)c(=O)n(-c2ccccc2)n1C | 102 | 2 | 12 | -9 | -9 | 104 | 0 | -3 | 25

Fetched one by one from the list above:
SMILES | MEKK2wt PB1 HTS | MEKK2 mut-MEK5 | IDE inh | IDE cell activ | p-CIP stab down | MEKK3 PB1 HTS | SUMO HTRF inh | PfM18AAP inh | NALP1 inh
CCOc1cccc(OCCCCn2cnc3ccccc3c2=O)c1 | 90 | -10 | -4 | -3 | -8 | 93 | -10 | -2 | -6
O=C(COC(=O)c1ccc[nH]c1=O)Nc1ccc(S(=O)(=O)N2CCCC2)cc1 | 106 | -4 | 5 | 1 | 2 | 105 | 5 | -9 | .
O=S(=O)(Nc1ccc(Cc2ccncc2)cc1)c1ccc(Cl)cc1 | 82 | -16 | 5 | 6 | -23 | 83 | 3 | 0 | 0
CC1=CCC2C(=O)N(Cc3ccccc3)C(=O)C2C1 (stereo unspecified) | 105 | 11 | 0 | 3 | 0 | 99 | 1 | -5 | 55
O=C(Cn1c(=O)oc2cc(S(=O)(=O)N3CCCCC3)ccc21)N1CCc2ccccc21 | . | . | -4 | 5 | 11 | . | 15 | -3 | 18
CC(=O)c1ccc(OCCNS(=O)(=O)c2ccc(-n3cnnn3)cc2)cc1 | 100 | 2 | 1 | 6 | -6 | 102 | 12 | -1 | 16
Cc1ccc(C)c(CSCC(=O)NCc2cccs2)c1 | 107 | -2 | 5 | 1 | 6 | 115 | -3 | 0 | 15
